Bioassay records: PubChem, several laboratories
TRPM1 prom inh: reduces MITF-dependent TRPM1 promoter luciferase signal; SK-MEL-5 TRPM1 promoter luciferase, 24 h; inhibition, % at 12.5 µM; 330,000 tested, 0.83% active;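 active means mean inhibition across replicates of 60% or more, whatever share of single replicates reaches that level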; further: values of inactives mirror those of a sister screen read the other way
PDI inh: PDI (human) enzyme inhibition; P07237; PDI insulin aggregation turbidity, A650, 90 min; inhibition, % at 10 µM; 350,000 tested, 0.052% active;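 active means mean inhibition across replicates of 30% or more, whatever share of single replicates reach that level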;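 further: absorbance from insulin aggregation driven by PDI reduction with DTT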
Target sequence (P07237 whole entry, looked up): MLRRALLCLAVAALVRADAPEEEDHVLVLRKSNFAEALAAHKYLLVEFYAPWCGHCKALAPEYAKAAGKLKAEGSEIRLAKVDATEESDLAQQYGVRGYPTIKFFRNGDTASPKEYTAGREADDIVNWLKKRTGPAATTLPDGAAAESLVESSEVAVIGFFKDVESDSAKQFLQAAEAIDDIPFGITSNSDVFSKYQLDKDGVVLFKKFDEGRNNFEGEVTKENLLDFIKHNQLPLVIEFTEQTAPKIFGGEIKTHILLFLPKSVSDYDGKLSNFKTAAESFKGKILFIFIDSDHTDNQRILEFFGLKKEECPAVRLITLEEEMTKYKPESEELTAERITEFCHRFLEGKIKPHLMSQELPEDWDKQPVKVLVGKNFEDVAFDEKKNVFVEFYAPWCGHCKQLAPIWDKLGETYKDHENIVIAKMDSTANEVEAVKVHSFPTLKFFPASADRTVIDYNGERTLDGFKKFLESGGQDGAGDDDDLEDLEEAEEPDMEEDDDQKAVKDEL
NR2E3 ag-1: agonists of human nuclear receptor NR2E3; Q9Y5X4; 320,000 tested, 0.12% active; GST-NR2E3/biotin-RetCOR TR-FRET, 1536-well; AID 2300; inhibition of corepressor binding, % at 4.78 µM;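 active means percent inhibition above the cutoff of mean plus 3 SD of all tested compounds, set per screening campaign, cut at about 20% in these data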;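 further: 0% = DMSO wells and 100% = biotin wells as full block of FRET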
Target sequence (Q9Y5X4 whole entry, looked up): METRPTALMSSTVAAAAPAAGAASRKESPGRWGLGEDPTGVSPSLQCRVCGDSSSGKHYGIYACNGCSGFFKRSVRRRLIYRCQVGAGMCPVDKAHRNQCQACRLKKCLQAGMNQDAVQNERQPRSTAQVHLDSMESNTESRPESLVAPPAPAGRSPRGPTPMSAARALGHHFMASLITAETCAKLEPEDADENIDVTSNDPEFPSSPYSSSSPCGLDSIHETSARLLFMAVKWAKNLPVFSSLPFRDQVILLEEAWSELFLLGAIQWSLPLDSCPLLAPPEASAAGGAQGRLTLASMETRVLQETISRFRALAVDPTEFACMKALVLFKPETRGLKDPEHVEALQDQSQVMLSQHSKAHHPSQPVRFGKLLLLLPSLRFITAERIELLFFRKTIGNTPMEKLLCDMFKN
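Material: NR2E3–RetCOR corepressor complex / Amount: 1.35 nM GST-NR2E3 / Medium: Tris pH 7.5 / Compound: single nominal compound dose of 4.8 µM / Incubation: 5 h at 4 °C / Technique: TR-FRET, Eu(K)-anti-GST donor, streptavidin-D2 acceptor, ex 340, em 617/671 nm / Read-out basis: percent loss of FRET ratio relative to control wells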
HIF-2a block: blocks HIF-2a reporter activity; 786-0 RCC cells HIF-2a reporter, luciferase luminescence, overnight; inhibition, % at 18.8 µM; 360,000 tested, 0.72% active; AID 624352;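 active means inhibition of the luminescence signal of 40% or more relative to plate controls, in a single-dose primary screen at 18.75 µM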
aDG glyco act: alpha-DG glycosylation activation | Pro5-aDG cells, alpha-DG glycosylation AlphaScreen (IIH6); 0% Pro5, 100% B10-LARGE cell signal | activation, % at 10 µM | 360,000 tested, 0.22% active | AID 624168;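 active means activation of at least 8% versus controls, or a plate z-score of at least 8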;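 further: Pro5 are CHO cells carrying HIG-tagged alpha-DG that lacks glycosylation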
NR2E3 ag-2: agonists of human NR2E3 nuclear receptor; Q9Y5X4; CHO-S Gal4-NCOR/VP16-NR2E3 two-hybrid, luciferase; inhibition of corepressor binding, % at 3.98 µM; 360,000 tested, 0.35% active; AID 602229;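 active means inhibition above the mean of all tested compounds plus 3 SD, cut at about 70% in these data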;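 further: 0% = DMSO with NR2E3 transfected cells and 100% = cells lacking NR2E3 construct; higher means lower luciferase signal from less NR2E3 corepressor binding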
Granule exo inh: blocks lytic granule exocytosis; TALL-104 LAMP-1 surface exposure, flow cytometry; cells stimulated with thapsigargin and PMA; inhibition, % at 10 µM; 360,000 tested, 0.66% active;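 active means inhibition above about 55%, limit read from the data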
CaV13 FRET inh: Primary screen for inhibitors of IQ motif and Ca2+-dependent inactivation inhibitor domain binding in CACNA1D, Förster resonance energy transfer in living cells, …. HEK cells, CFP/YFP FRET ICDI-IQ, plate reader, 10 min; percent FRET-ratio fall versus neutral wells. inhibition, % at 12.3 µM. 340,000 tested, 0.098% active. AID 743397;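 active means mean replicate inhibition of at least 30% and at least 1% of replicates passing that level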;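 further: 0% = median of the neutral control wells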
hiPSC survival: increases survival of single human iPS cells | hiPSC single-cell survival, ATPlite luminescence; 100% = ROCK inhibitor wells, 0% = DMSO | survival enhancement, % at 20 µM | 360,000 tested, 0.044% active | AID 602274; in the data active means survival enhancement above about 18%;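 further: cells exposed to compounds for 16 hours before the ATP read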
Vif inh: inhibitors of HIV Vif; HEK293T cells, Vif self-association by quenched fluorescence, imaging, 24 h; inhibition, % at 7.49 µM; 340,000 tested, 0.35% active; AID 602346; in the data active means inhibition above about 50%, passing the limit was not always enough; further: some results filed as inactive read as strong as hits
Peg3 prom inh: Peg3 promoter activity inhibition; inhibition, % at 20 µM; 360,000 tested, 1.7% active; HeLa PEG-Prom luciferase reporter, luminescence, overnight;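 active means inhibition of at least 50% at 20 µM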
The depositor's hits bear a star; nt = no result given. Compounds were not picked by outcome; about 3.5% have a hit in one of these screens.

SMILES | TRPM1 prom inh | PDI inh | NR2E3 ag-1 | HIF-2a block | aDG glyco act | NR2E3 ag-2 | Granule exo inh | CaV13 FRET inh | hiPSC survival | Vif inh | Peg3 prom inh
COc1cccc(-c2csc(N3CCN(C(=S)NCC(C)C)CC3)n2)c1 | -8.6 | -6.7 | 1.6 | -4.4 | 0.0 | -8.2 | 0.6 | -2.9 | 0.2 | -11.3 | 10.1
CCOc1ccccc1NC(=O)CSc1nnc(CNC(=O)c2c(F)cccc2Cl)o1 | -0.5 | 5.7 | -1.3 | -1.1 | 0.0 | -13.4 | -4.3 | -2.7 | -0.1 | -3.4 | 12.1
CCOC(=O)c1c(-n2cnnn2)sc(C)c1C | 12.3 | -1.2 | -3.0 | 16.5 | -0.1 | -2.3 | -0.7 | -5.7 | -1.1 | -1.0 | -0.9
Cc1ccc2c(c1)C1CN(C)CCC1N2Sc1ccccc1[N+](=O)[O-] (configuration not stated) | -14.3 | -7.2 | -0.6 | 0.4 | 0.4 | -11.3 | 11.8 | -7.3 | -0.6 | -1.5 | 24.2
Cc1ccc(-c2nn(C)c(=O)c3ccccc23)cc1CN1CCCCC1 | 1.5 | -5.8 | 0.1 | 20.0 | 0.0 | -18.3 | -6.2 | -4.8 | 0.0 | 3.5 | -1.3
O=C(CSCc1ccc(C(=O)O)cc1)Nc1ccc2ccccc2c1 | -1.8 | 0.9 | -1.9 | 6.2 | 0.0 | -5.7 | -0.3 | -16.0 | -0.6 | 2.2 | -8.2
Cn1cc(S(=O)(=O)N2CCCC2)cc1C(=O)NCc1ccccc1 | 9.5 | nt | 3.0 | 6.7 | -0.1 | 0.6 | -2.0 | -2.0 | -2.7 | 5.6 | 18.7
CCCCN(Cc1ccccc1)c1ncnc2nc[nH]c12 | nt | 0.2 | 0.9 | -142.4 | -0.2 | -85.0 | 0.2 | nt | -0.9 | -0.1 | -213.0
COc1ccc(-c2noc(CCC(N)=O)n2)cc1OC | 0.4 | 0.2 | 3.0 | 19.4 | -0.2 | -4.5 | -1.5 | -6.7 | -3.9 | 16.7 | -13.8
COc1ccccc1-c1cc(C(=O)Nc2ccc(F)cc2F)no1 | -44.4 | 1.9 | -2.0 | -85.6 | 0.0 | 5.6 | 0.6 | -12.9 | 4.1 | -8.9 | -62.9
COc1ccc(S(=O)(=O)N2CCN(CCC(=O)Nc3ccc(F)cc3)CC2)cc1 | -5.1 | 1.3 | -1.2 | 6.1 | 0.3 | 1.7 | 0.8 | -3.3 | -0.6 | -0.5 | 5.5
CCOC(=O)N1CCC(=NNC(=O)c2ccc(O)cc2)CC1 | 0.4 | 6.0 | -1.5 | 13.4 | 1.2 | -64.1 | -7.0 | -3.7 | -0.3 | -3.0 | 4.0
COc1ccc(S(=O)(=O)N(C)[C@H]2C[C@H]3c4cc(Oc5ccccc5C)ccc4CCN3C(=O)[C@H]2[C@H](C)O)cc1 | nt | 5.0 | nt | 3.9 | -0.1 | 3.6 | 16.1 | -6.0 | -1.2 | 0.0 | 22.4
COCCN1C(=O)/C(=C/c2ccc(Oc3ccc([N+](=O)[O-])cn3)c(OC)c2)SC1=Nc1ccccc1 | 7.4 | -5.6 | 3.3 | -11.3 | -0.5 | -8.1 | 2.5 | -4.2 | 1.4 | -5.1 | 4.8
Cc1ccc(/C=C2/NC(=O)N(Cc3ccc(Br)cc3)C2=O)o1 | -9.0 | 10.6 | 0.2 | 32.1 | -0.2 | -18.0 | 43.0 | -5.3 | -0.3 | 0.8 | 11.1
Cc1nn(CC(=O)NCCc2cccs2)c(=O)c2cc3ccccc3n12 | -11.9 | -3.9 | 2.4 | 1.4 | 0.2 | -13.6 | -2.8 | -13.0 | 0.9 | 4.7 | 3.0
CC(C)(C)N1[C@@H](CC(=O)O)c2cc(C(F)(F)F)ccc2S1(=O)=O | 9.6 | 7.2 | 6.3 | -9.8 | 0.1 | 7.0 | -3.1 | -10.1 | 13.3 | 1.0 | 2.2
Cc1cc(C)cc(-n2ccnc2SCC(=O)c2c(N)n(C3CC3)c(=O)[nH]c2=O)c1 | 0.6 | -1.7 | 0.4 | 20.9 | -0.2 | -14.5 | -8.6 | -5.9 | 0.1 | -2.2 | 2.9
COc1ccc(-c2cc3nc(C)n(N)c(=O)c3s2)cc1 | 78.8* | -5.2 | 0.3 | 86.8* | -0.3 | 12.5 | -2.9 | -2.0 | -0.7 | -6.5 | 95.2*
O=C(CN1CCCC1)NCC1(c2ccccc2)CCOCC1 | 19.9 | 2.3 | 1.4 | -4.5 | 0.1 | 4.7 | -1.6 | -4.3 | 3.5 | 0.6 | 1.5
Cc1ccc(S(=O)(=O)N2CCC(C(=O)OCC(=O)N(C)Cc3ccccc3)CC2)cc1C | 9.1 | -0.9 | 1.8 | 9.3 | -0.1 | -8.3 | -1.3 | -6.1 | -0.6 | -6.0 | 16.1
CC(C)c1nnc(NC(=O)c2cccc(-n3cnnn3)c2)s1 | -3.5 | -11.1 | -1.2 | -22.9 | 0.0 | -15.9 | -0.8 | nt | 9.7 | 22.4 | -11.1
CC(NC(=O)C(=O)NCCN1CCN(C(=O)c2ccc([N+](=O)[O-])cc2)CC1)c1ccccc1 (configuration not stated) | 9.6 | -3.8 | 2.9 | 4.2 | -0.1 | 1.9 | -16.7 | -2.4 | 1.0 | -1.6 | 2.2
COc1ccc(C(=O)N2CCN(CCNC(=O)C(=O)Nc3ccc(Br)cc3)CC2)cc1 | 14.2 | -5.3 | 7.5 | 5.9 | 0.1 | -1.7 | 1.4 | nt | -0.5 | -23.3 | 22.1
CCCCNC(=O)CCn1nc(-c2ccc(Cl)cc2)ccc1=O | 16.8 | -2.4 | -0.2 | 4.4 | 0.1 | 7.8 | -10.5 | -3.3 | 0.0 | -11.3 | 0.8

Brought forward from above: 2 entries, followed by the next part.
SMILES | TRPM1 prom inh | PDI inh | NR2E3 ag-1 | HIF-2a block | aDG glyco act | NR2E3 ag-2 | Granule exo inh | CaV13 FRET inh | hiPSC survival | Vif inh | Peg3 prom inh
COc1ccc(C(=O)N2CCN(CCNC(=O)C(=O)Nc3ccc(Br)cc3)CC2)cc1 | 14.2 | -5.3 | 7.5 | 5.9 | 0.1 | -1.7 | 1.4 | nt | -0.5 | -23.3 | 22.1
CCCCNC(=O)CCn1nc(-c2ccc(Cl)cc2)ccc1=O | 16.8 | -2.4 | -0.2 | 4.4 | 0.1 | 7.8 | -10.5 | -3.3 | 0.0 | -11.3 | 0.8
Cn1ccc(CC(=O)N2CCC(N3CCC(C(=O)N4CCCC4)CC3)CC2)c1 | -1.6 | 0.8 | 1.4 | -27.6 | -0.1 | -10.8 | -1.8 | -5.1 | -0.7 | -4.7 | -13.5
Cc1c(Cl)cccc1NC(=O)Cn1c(CCC(=O)O)ccc1-c1ccccc1 | -1.2 | -18.6 | -0.2 | 17.9 | 0.0 | -23.8 | -7.4 | -5.1 | -0.3 | 9.2 | 10.7
Cc1ccc(C(C)C)c(OCCCN2C(=O)NC(C)(C)C2=O)c1 | 2.3 | 0.0 | 6.0 | 20.5 | 0.0 | 14.2 | -3.1 | -5.9 | 3.1 | -2.3 | 15.9
CC(=O)Nc1ccc(N=Cc2ccc[nH]2)cc1 | 4.3 | 9.8 | -2.1 | 1.4 | -0.3 | 7.6 | -1.3 | -6.4 | -0.2 | 10.0 | -0.6
C=CCn1c(SCC(=O)Nc2nc(C)cs2)nnc1C(C)NC(=O)c1ccccc1Cl (configuration not stated) | 5.1 | 2.9 | -1.3 | 21.6 | -0.1 | 8.3 | 1.8 | -3.9 | 0.5 | 9.1 | 8.5
Cc1ccc2nc(NC(=O)C3CSC4(C)CCC(=O)N34)sc2c1 (configuration not stated) | -4.6 | 0.7 | -0.5 | -65.1 | -0.3 | -20.8 | 2.8 | -2.6 | -0.7 | -0.4 | -132.2
CCCC1C(=O)N(Cc2ccccc2)C(=O)CC1C (configuration not stated) | -3.7 | 0.3 | 2.6 | 6.6 | 0.1 | -38.7 | 2.2 | -1.8 | 0.4 | 2.6 | 13.8
CC1=CC(C)(C)N=C(Nc2nc(C)c3cc(C)cc(C)c3n2)N1 | -8.5 | -1.3 | 0.1 | -11.4 | 0.7 | 20.1 | 2.6 | -4.1 | -0.5 | -18.0 | 61.0*
CCOC(=O)N1CCN(CC(=O)c2ccc(O)cc2O)CC1 | -5.9 | 6.2 | 3.5 | -35.2 | -0.2 | 0.2 | -0.1 | -3.0 | -0.1 | -5.8 | -32.8
CN1CCN(CC#CCC(O)(c2ccccc2)c2ccccc2)CC1 | -8.3 | -4.1 | -3.8 | 13.4 | 0.0 | -3.3 | 0.1 | -4.2 | -0.7 | -6.4 | 12.2
NNC(=O)c1ccc(COc2cccc3ccccc23)cc1 | -3.2 | 3.3 | -1.2 | 2.0 | 0.0 | -57.9 | -2.0 | -15.7 | -1.3 | 12.8 | -18.4
CCCn1cnc2scc(-c3ccc(OC)cc3)c2c1=O | -11.4 | 8.9 | 2.4 | 28.4 | 0.0 | -21.3 | 2.9 | -19.3 | -0.1 | -1.8 | 3.8
CCO[C@@H]1OC(C(=O)N2CCN(Cc3ccc4c(c3)OCO4)CC2)=C[C@H](C2CCCCC2)[C@H]1CCCO | -2.4 | 8.6 | 0.2 | 20.5 | 0.2 | 15.3 | -2.6 | -9.8 | -2.2 | -14.3 | 25.5
C=CCC[C@@H](Cc1ccc(F)cc1)C(=O)OC[C@@H](NC(=O)[C@H](CC=C)CC(=O)N(CCO)Cc1ccccc1)c1ccccc1 | 7.5 | 0.4 | nt | 26.1 | 0.2 | 8.2 | -1.3 | -4.0 | -0.9 | -2.8 | 32.4
CC(=O)NS(=O)(=O)c1ccc(NC(=S)NC(=O)COc2ccccc2C)cc1 | -1.8 | 2.9 | 0.5 | 13.4 | -0.4 | -3.4 | 8.2 | -5.4 | 4.3 | 10.1 | -6.8
Cc1ccc(C(=O)NCc2cccnc2)cc1S(=O)(=O)N1CCCCCC1 | 1.5 | 9.3 | -1.1 | 24.1 | -0.1 | -15.0 | -0.3 | -2.2 | -0.3 | -17.3 | 23.2
CCc1ccc(NC(=O)c2ccc(NC(=O)C3CCCO3)cc2)cc1 (configuration not stated) | -22.6 | 10.8 | -1.3 | -39.3 | 0.3 | -65.8 | -20.8 | nt | -0.7 | 5.5 | -99.7
CC(C)Cc1nnc(NC(=O)C2CC(=O)N(Cc3ccccc3)C2)s1 (configuration not stated) | 5.1 | 3.4 | 0.4 | 22.5 | 0.1 | -1.7 | -11.4 | -4.8 | 0.4 | -0.5 | 9.4
O=C1C(c2ccnc3ccccc23)=C(O)c2ccccc21 | 51.5 | 3.2 | 0.0 | -9.8 | -0.1 | -141.0 | -1.6 | nt | -6.7 | -8.2 | 87.8*
O=C(O)CCCn1c(=O)[nH]c2ccccc2c1=O | 0.9 | -0.4 | -0.7 | 1.9 | -0.2 | -1.2 | 2.6 | 7.0 | -0.9 | 18.0 | 6.4
CCOc1ccccc1CNC(=O)C1CCN(S(=O)(=O)N2CCC(C)CC2)CC1 | nt | 3.0 | nt | 17.2 | -0.2 | -28.2 | 6.8 | -11.7 | 6.0 | nt | 16.6
Cc1cccc(/C=N/NC(=O)c2cc(C)nc3ccccc23)n1 | 2.0 | -3.1 | 3.0 | 10.0 | -0.1 | -42.8 | 7.7 | -6.7 | -0.4 | -8.8 | 12.5
